Screening results (PubChem)
GIRK2 act: GIRK2 channel activators by thallium flux; HEK293 GIRK2/NPY4 cells, thallium flux fluorescence; activation (% efficacy), % for hits at 37.5 µM; 34,000 tested, under 10 active;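 active = primary screen hit, no activity in plain HEK293 cells, and in GIRK2-only cells above 5% efficacy rising with concentration; inactive = the rest, including fluorescent compounds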;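 also: efficacy is normalized control-subtracted fluorescence 15 s after thallium addition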
Target sequence (P48051 whole entry, looked up): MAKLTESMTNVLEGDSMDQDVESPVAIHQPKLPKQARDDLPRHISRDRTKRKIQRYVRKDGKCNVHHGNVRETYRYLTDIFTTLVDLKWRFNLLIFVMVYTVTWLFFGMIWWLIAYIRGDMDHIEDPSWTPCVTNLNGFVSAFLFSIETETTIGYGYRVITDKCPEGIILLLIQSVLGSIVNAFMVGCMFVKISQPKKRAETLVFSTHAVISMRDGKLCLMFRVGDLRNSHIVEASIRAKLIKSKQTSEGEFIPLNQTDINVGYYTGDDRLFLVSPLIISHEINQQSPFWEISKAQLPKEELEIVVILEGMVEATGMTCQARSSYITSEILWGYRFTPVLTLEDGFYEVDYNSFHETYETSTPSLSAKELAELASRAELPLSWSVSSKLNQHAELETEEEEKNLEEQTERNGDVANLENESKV
Calls only; i = inactive. A portion of the library; rates above refer to the full screens.

SMILES,GIRK2 act
COc1ccc(-c2ccc(N3CCN(C(=O)C(C)C)CC3)nn2)cc1OC,i
CC(C)c1nc2sc3ccccc3c(=O)c2c(=O)n1Cc1ccccc1,i
COC(=O)C1CCN(C(=O)CCn2cnc3c(cnn3-c3ccc(F)cc3)c2=O)CC1,i
O=C(Nc1ccon1)c1nc(-c2cnccn2)no1,i
CSc1ncccc1C(=O)N1CCC(CNS(=O)(=O)c2ccc(Cl)s2)CC1,i
CCN(CC)C(=O)Nc1ccc(C)c(Cl)c1,i
CCn1nc(C(=O)Nc2nnc(CCSc3ccccc3)o2)cc1C,i
CN1CCN(Cc2ccc(NC(=O)NC3CCCCC3)cc2)CC1,i
O=C(Nc1ccc2nccnc2c1)c1ccc2c(c1)OCCO2,i
O=C(NC1CC1)c1nnn(-c2ccccc2)c1CSc1ncccn1,i
O=S(=O)(CCCOc1ccc2c(c1)OCO2)N1CCCc2ccccc21,i
COc1cn(CC(=O)NCc2ccc(F)cc2)c(CSc2nnnn2C)cc1=O,i
O=C(Cc1cccc2ccccc12)Nc1ccc2c(c1)N(C(=O)c1cccs1)CC2,i
Cn1cccc1C(CNC(=O)c1cccs1)N1CCc2ccccc2C1 (stereo not drawn),i
Cn1cccc1CN(C(=O)CN1C(=O)CCC1=O)C1CC1,i
COCCn1c(=NC(=O)c2ccnn2C)sc2ccccc21,i
COc1cn(CC(=O)Nc2ccc(C(C)=O)cc2)c(CSc2nccn2C)cc1=O,i
N#CC1(C(=O)NCCc2ccc(F)cc2)CC1,i
CC(=O)c1ccc(S(=O)(=O)NCCOc2ccc3nnc(-c4ccccc4)n3n2)cc1,i
COc1ccccc1CCNC(=O)C(=O)Nc1c2c(nn1-c1ccc(C)cc1C)CS(=O)(=O)C2,i

A different layout for some results above:
> Cn1cccc1CN(C(=O)CN1C(=O)CCC1=O)C1CC1
  GIRK2 act: i
> COCCn1c(=NC(=O)c2ccnn2C)sc2ccccc21
  GIRK2 act: i

The main list resumes, starting two compounds before the break.
SMILES,GIRK2 act
CC(=O)c1ccc(S(=O)(=O)NCCOc2ccc3nnc(-c4ccccc4)n3n2)cc1,i
COc1ccccc1CCNC(=O)C(=O)Nc1c2c(nn1-c1ccc(C)cc1C)CS(=O)(=O)C2,i
CCCCOc1ccc(C(=O)Nc2ccc(CC(=O)N3CCOCC3)cc2)cc1,i
CC(C)(C)NC(=O)Cn1cc(-c2nc(-c3ccc(Cl)cc3)no2)ccc1=O,i
CCc1ccc(Oc2cc(N3CCC(C(=O)NCCCc4ccccc4)CC3)ncn2)cc1,i
CS(=O)(=O)N1CCCC(C(=O)Nc2nc3ccccc3s2)C1 (stereo not drawn),i
CS(=O)(=O)N1CCCCC1C(=O)N(Cc1ccccc1)c1nc2c(F)cccc2s1 (stereo not drawn),i
Cc1ccc(-c2cc(CC(=O)Nc3ccc(F)c(F)c3)no2)cc1,i
Cc1noc(CNC(=O)CNC(=O)c2ccccc2)n1,i
CCCN1C(=O)NC2(CCN(C(=O)Nc3ccccc3C(F)(F)F)CC2)C1=O,i
COC(=O)c1ccc(NC(=O)Cn2cnc3c(nnn3C)c2=O)cc1,i
COC(=O)N1CCC(CNC(=O)C(=O)Nc2ccc(F)c(Cl)c2)CC1,i
CCSc1ccccc1C(=O)Nc1cc(-c2ccco2)nn1-c1nc(C)c(C)c(=O)[nH]1,i
O=C(NCCc1ccncc1)C1CN(C(=O)c2cccs2)C1,i
CCOC(=O)c1c(SCC(=O)Nc2ccc(C(=O)OC)cc2)nc(=O)[nH]c1C,i
COc1ccc(C=O)cc1Cn1c(=O)n(CCCCC(=O)NC2CCCC2)c(=O)c2ccccc21,i
Cc1cc(NC(=O)C2CCCN(c3cc(-n4cccn4)ncn3)C2)sn1 (stereo not drawn),i
CCC(CC)C(=O)N1CCC2(CC1)NC(=O)N(CCOc1ccccc1)C2=O,i
O=C(COc1ccccc1F)NCC1COC2(CCCCC2)O1 (stereo not drawn),i
COc1ccc(CCNC(=O)N2CCC(c3nn(C)c(=O)n3-c3ccccc3)CC2)cc1,i
CC(C)n1nccc1-c1nnc(NC(=O)CC(c2ccccc2)c2ccccc2)o1,i
CCN1CCN(c2oc(-c3ccc(S(=O)(=O)N4CCCCCC4)cc3)nc2C#N)CC1,i
COc1ccc(Cl)cc1C(=O)Nc1ccc(CC(=O)N2CCCC2)cc1,i
COc1cc(NC(=O)NCCOc2ccc3nnc(-c4ccccc4)n3n2)cc(OC)c1,i
CS(=O)(=O)N1CCC(CNC(=O)Nc2ccc3c(c2)OCO3)CC1,i
COc1cc(C(C)=O)ccc1OCC(=O)Nc1c(C)nc2sccn2c1=O,i
O=C(NCCS(=O)(=O)N1CCN(c2ncccn2)CC1)c1cccc(F)c1,i
C=CCN1C(=O)SC(CC(=O)Nc2ccc(C(=O)OC)cc2)C1=O (stereo not drawn),i
COCCNC(=O)NC1(c2nc(-c3cnccn3)no2)CCCCC1,i
O=C(NCC1CCN(Cc2ccco2)CC1)C1CCCCC1,i
COCCNC(=O)CCc1c(C)nn(-c2nc(C)c(C)c(=O)[nH]2)c1C,i
COc1ccccc1CCNC(=O)Cn1cnc(-c2ccc(C)cc2)cc1=O,i
CCCCOC(=O)c1ccc(NC(=O)Cc2cc(-c3cccs3)on2)cc1,i
O=C(CSc1ncnc2c1[nH]c1ccccc12)Nc1ccc2c(c1)OCO2,i
Cc1ccc(S(=O)(=O)c2cnc(SCC(=O)NC3CCCC3)[nH]c2=O)cc1Cl,i
Cc1ccccc1-n1nc2c(c1NC(=O)C(=O)NCCC1=CCCCC1)CS(=O)(=O)C2,i
Cc1cc(=O)n(CC(=O)Nc2ccc3c(c2)OCO3)cn1,i
COCCn1c(NC(=O)Nc2ccc3c(c2)OCO3)c2ccccc2nc1=O,i
CC(C)c1ccc(OCC(=O)Nc2ccc(S(N)(=O)=O)cc2)cc1,i
NCC(O)COCC1COc2ccccc2O1 (stereo not drawn),i
COc1ccc(C(=O)NCCNc2ccc(Nc3ccncc3)nn2)cc1OC,i
CNC(=O)c1cccc(-c2noc(C3CN(C(=O)CCc4ccc(OC)cc4)C3)n2)c1,i
CS(=O)(=O)N1CCN(C(=O)c2ccc3c(c2)ncn3-c2ccccc2)CC1,i
COc1cccc(-n2c(=O)[nH]c3c(C(N)=O)nc(-c4ccc(C(F)(F)F)cc4)nc32)c1,i
Cc1ccc(S(=O)(=O)N(Cc2ccccc2F)C(=O)N2CCN(C)CC2)cc1,i
CCCN1C(=O)NC2(CCN(S(=O)(=O)c3ccc(Cl)cc3)CC2)C1=O,i
O=C(COc1ccc(Cl)cc1Cl)Nc1ccc2scnc2c1,i
CC(NC(=O)C(=O)NCCOc1ccc(F)cc1)c1ccccc1 (stereo not drawn),i
CCOC(=O)N1CCN(c2nnc(SCC(=O)NCc3ccco3)s2)CC1,i
CC(=O)c1cccc(NC(=O)C2CN(C(C)=O)C2)c1,i
CCOc1ccccc1NC(=O)Nc1ccc(CC(=O)NCC(F)(F)F)cc1,i
O=C(NCCCn1ncccc1=O)C1CN(c2nc3c(C(F)(F)F)cccc3s2)C1,i
O=S(=O)(NCC1CCN(S(=O)(=O)C2CC2)CC1)c1cccc(Cl)c1,i
Cc1cc(C)n(CC(O)COc2ccc3c(c2)CCC3)n1 (stereo not drawn),i
Cc1cc(NS(=O)(=O)c2ccccc2[N+](=O)[O-])ccc1N1CCCC1=O,i
CCNC(=O)C1Cc2ccccc2N1S(=O)(=O)c1ccc(CC)s1 (stereo not drawn),i
O=C(NCc1n[nH]c(=O)c2ccccc12)c1ccc(S(=O)(=O)N2CCCC2)cc1,i
CC(C)C(=O)Nc1ccc(S(=O)(=O)Nc2ccc3c(c2)N(C(=O)C2CC2)CC3)cc1,i
CC1CCCCN1Cc1nc2c(c(=O)n(C)c(=O)n2C)n1CC(=O)C(C)(C)C (stereo not drawn),i
C#CCOC(=O)c1ccc(S(=O)(=O)N2CCCCC2)cc1,i
CCS(=O)(=O)c1ccc(C(=O)Nc2sccc2-c2nc3ccccc3s2)cc1,i
CC(C)(C)c1ccc(NS(=O)(=O)c2ccc(N3C(=O)CCS3(=O)=O)cc2)cc1,i

Additional structures.
SMILES,GIRK2 act
Clc1ccc(CN2CC(c3nc(-c4ccsc4)no3)C2)c(Cl)c1,i
COc1ccc(NC(=O)CSc2ncnc3c2nnn3C)cc1OC,i
COc1ccc(S(=O)(=O)CC(=O)Nc2nnc(-c3ccc(F)cc3)o2)cc1,i
O=C(COc1ccc(Cl)cc1Cl)NCC1CCN(C2CCCC2)CC1,i
COc1ccc(NC(=O)Cn2c(=O)c(CNc3ccc(C)cc3)cc3cc(OC)c(OC)cc32)cc1,i
COc1ccccc1CCNC(=O)C(=O)Nc1ccc2c(c1)OCCO2,i
COC(=O)c1cc(C2CC2)nc2c1c(-c1ccc(F)cc1)nn2C1CCS(=O)(=O)C1 (stereo not drawn),i
COc1ccccc1NC(=O)N1CCC(CNC(=O)c2ccc3nsnc3c2)CC1,i
O=C(NCCn1ncc2c(N3CCCCCC3)ncnc21)c1cccs1,i
Cc1nnc(-c2ccc(OCC(=O)Nc3ccccc3F)cc2)o1,i
CC(C)(Oc1ccc(Cl)cc1)C(=O)N1CCCSCC1CN1CCOCC1 (stereo not drawn),i
CCOc1ccc(-c2noc(CS(=O)(=O)c3cc(OC)ccc3OC)n2)cc1,i
COc1ccc(C(=O)NC2=N/C(=C(/C#N)C(=O)NC3CCCCC3)c3ccccc32)cc1,i
COc1ccc(-c2cc(=O)n(Cc3cccc(C(F)(F)F)c3)cn2)cc1,i
O=C(CCN1C(=O)c2ccccc2S1(=O)=O)Nc1ccc([N+](=O)[O-])cc1,i
COc1ccc(C(=O)N2CCN(c3ccc(-c4ccccc4)nn3)CC2)cc1OC,i
COc1ccc2nc(-c3cccc(NC(=O)c4ccc(Br)o4)c3)cn2n1,i
COCc1cc(=O)[nH]c2cc(NC(=O)c3ccccc3C(F)(F)F)ccc12,i
COc1ccc(N2CC(C(=O)N3CCN(C(=O)c4cnn5ccccc45)CC3)CC2=O)cc1 (stereo not drawn),i
Cc1nc(C)c(C(=O)NCCNC(=O)c2ccc(NC(=O)C(C)C)cc2)s1,i
Cn1ccnc1N1CCN(C(=O)c2c(F)cccc2Cl)CC1,i
CC(C)Cc1ccc(S(=O)(=O)Cc2nc(-c3ccc(Cl)cc3)no2)cc1,i
COc1ccc(OC)c(S(=O)(=O)NC2(c3nc(-c4cccnc4)no3)CCCCC2)c1,i
COc1cccc(NC(=O)CCCS(=O)(=O)c2ccccc2)c1,i
O=C(NCCC(O)c1ccco1)C(=O)NCc1cccs1 (stereo not drawn),i
Cc1ccc(-n2ccnc2N2CCN(C(=O)c3ccc(C)c(C)c3)CC2)cc1,i
Cc1ccc(C(CNC(=O)COc2ccc3ccccc3c2)N(C)C)cc1 (stereo not drawn),i
O=C(c1ccc2nc[nH]c2c1)N1CCN(Cc2nc(-c3ccc(Cl)cc3)cs2)CC1,i
O=C(c1cc2n(n1)CCCO2)N1CCn2c1nc1ccccc12,i
O=C(CSc1nccn1-c1cccc(Cl)c1)NC1CCCCC1,i
COc1cccc(C(=O)N(CCCn2ccnc2)c2nc3c(C)c(C)ccc3s2)c1OC,i
O=C(Nc1cc(C(F)(F)F)ccc1Cl)c1ccc(=O)n(Cc2ccc(F)cc2)c1,i
O=C(Nc1ccc(-c2ccc(N3CCCC3)nn2)cc1)Nc1cccs1,i
CC(=O)Nc1cc2c(s1)CCCC2,i
CC(C)(C)C(=O)N1CCc2ccc(N)cc21,i
CC(C)c1nnc(C2CCN(C(=O)c3ccc4ncsc4c3)CC2)o1,i
CCOc1ccc(-c2ccc(=O)n(CCNC(=O)Nc3cccc(Cl)c3)n2)cc1,i
Cc1nn(C2CCS(=O)(=O)C2)c2nc(-c3ccccc3)cc(C(=O)N3CCCC3)c12 (stereo not drawn),i
COc1ccc(CNC(=O)N2CCC(c3nnc(C(C)C)o3)CC2)cc1,i
O=C(COc1ccc(Cl)cc1)Nc1ccc2ncsc2c1,i
O=C(NCCOc1ccc2nnc(-c3ccccc3Cl)n2n1)C1CC1,i
CCOc1ccccc1NC(=O)N1CCC(C(=O)NCc2nc(C)no2)CC1,i
CN(Cc1ccccc1)S(=O)(=O)c1ccc(-c2nc(C#N)c(NCc3ccco3)o2)cc1,i
CCC(CO)NC(=O)C(=O)Nc1ccc(OC)cc1OC (stereo not drawn),i
O=C(CCCn1nc(-c2ccco2)ccc1=O)Nc1nc2ccccc2s1,i
CCNC(=O)C1Cc2ccccc2N1C(=O)c1ccc(S(=O)(=O)N2CCCCC2)cc1 (stereo not drawn),i
CC1CCCCC1NC(=O)c1nc(-c2cnccn2)no1 (stereo not drawn),i
Cn1c(=O)c2c(-c3ccccn3)c(NCc3ccccc3)oc2n(C)c1=O,i
COc1ccc(N2CCCS2(=O)=O)cc1NC(=O)Nc1cccs1,i
Cc1nnc(NC(=O)Cc2csc(Nc3cccc(C(F)(F)F)c3)n2)s1,i
COc1ccc(Nc2nnc(-c3ccc(NC(=O)C(=O)NCCCn4ccnc4)cc3)s2)cc1,i
